RPL19A-GFP yeast: alters RPL19A-GFP fluorescence in TOR pathway yeast screen. S. cerevisiae RPL19A-GFP strain, flow cytometry, 3 h; active compounds read low. 330,000 tested, 0.3% active. percent response vs DMSO, % at 10 µM. AID 2025;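 active means percent response vs DMSO below 50%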;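 further: median channel GFP fluorescence of the barcoded RPL19A-GFP strain; ratio of sample median GFP to plate DMSO average so 100% = DMSO; lower means less RPL19A-GFP as with rapamycin TOR inhibition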
CR mimetic SO: lowers age-related superoxide in aged yeast cells | S. cerevisiae aged cells, superoxide DHE fluorescence; active compounds read low | 330,000 tested, 0.18% active | superoxide response (% of plate mean), % at 10 µM;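 active means superoxide response under a set limit, about three screen SD below normal, cut at about 65% in these data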;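 further: yeast aged for seven days with compound at 30 °C before DHE staining; 100% = average MFI of all compound-treated wells on the plate with controls excluded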
AGP1-GFP MLPCN: yeast TOR pathway AGP1-GFP modulation. GFP response vs DMSO, % at 10 µM. AID 2066. S. cerevisiae AGP1-GFP multiplex flow cytometry, 3 h; GFP as percent of DMSO wells. 320,000 tested, 0.02% active;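 active means GFP response relative to DMSO above a set limit, near screen average plus 3 SD, cut at about 150% in these data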;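 further: median GFP channel fluorescence of the gated AGP1 strain per well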
MEP2-GFP yeast: alters MEP2-GFP fluorescence in TOR pathway yeast screen; S. cerevisiae MEP2-GFP strain, flow cytometry GFP, 3 h; 100% = DMSO control level; GFP response vs DMSO, % at 10 µM; 330,000 tested, 0.51% active; AID 2016;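 active means GFP response versus DMSO above a set limit, roughly screen mean plus 3 SD, cut at about 180% in these data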;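 further: median GFP fluorescence of the barcode-gated MEP2-GFP cells per well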
Efflux pump mplx: inhibitors of Candida antifungal efflux pumps expressed in yeast; S. cerevisiae Candida pump triplex, Nile Red efflux; inhibition, % at 10 µM; 330,000 tested, 0.44% active;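 active means plate passing quality check with inhibition over a set limit, or well fluorescence over plate mean plus 4 SD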;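 further: Nile Red retained in pooled yeast measured as flow cytometry median fluorescence; 0% = buffer negative control and 100% = Enniatin B positive control; higher means more Nile Red kept so more efflux inhibition; some compounds called inactive have numbers as strong as hits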
CIT2 TOR yeast: modulators of TOR pathway CIT2-GFP in S. cerevisiae | AID 2029 | GFP response vs DMSO, % at 10 µM | S. cerevisiae CIT2-GFP strain, flow cytometry, 3 h; 100 means same as DMSO wells | 320,000 tested, 0.065% active;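 active means GFP response relative to DMSO above a set limit, near the screen mean plus 3 SD, cut at about 150% in these data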;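 further: ratio of well median GFP fluorescence to mean of DMSO wells on the plate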
AHR act: activates the human aryl hydrocarbon receptor; AID 2796; AHR-responsive luciferase reporter cells, luminescence; 320,000 tested, 2.5% active; activation, % at 5 µM; P35869; in the data active means activation above about 47%;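 further: 0% = vehicle wells and 100% = reference agonist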
Target sequence (P35869 whole entry, looked up): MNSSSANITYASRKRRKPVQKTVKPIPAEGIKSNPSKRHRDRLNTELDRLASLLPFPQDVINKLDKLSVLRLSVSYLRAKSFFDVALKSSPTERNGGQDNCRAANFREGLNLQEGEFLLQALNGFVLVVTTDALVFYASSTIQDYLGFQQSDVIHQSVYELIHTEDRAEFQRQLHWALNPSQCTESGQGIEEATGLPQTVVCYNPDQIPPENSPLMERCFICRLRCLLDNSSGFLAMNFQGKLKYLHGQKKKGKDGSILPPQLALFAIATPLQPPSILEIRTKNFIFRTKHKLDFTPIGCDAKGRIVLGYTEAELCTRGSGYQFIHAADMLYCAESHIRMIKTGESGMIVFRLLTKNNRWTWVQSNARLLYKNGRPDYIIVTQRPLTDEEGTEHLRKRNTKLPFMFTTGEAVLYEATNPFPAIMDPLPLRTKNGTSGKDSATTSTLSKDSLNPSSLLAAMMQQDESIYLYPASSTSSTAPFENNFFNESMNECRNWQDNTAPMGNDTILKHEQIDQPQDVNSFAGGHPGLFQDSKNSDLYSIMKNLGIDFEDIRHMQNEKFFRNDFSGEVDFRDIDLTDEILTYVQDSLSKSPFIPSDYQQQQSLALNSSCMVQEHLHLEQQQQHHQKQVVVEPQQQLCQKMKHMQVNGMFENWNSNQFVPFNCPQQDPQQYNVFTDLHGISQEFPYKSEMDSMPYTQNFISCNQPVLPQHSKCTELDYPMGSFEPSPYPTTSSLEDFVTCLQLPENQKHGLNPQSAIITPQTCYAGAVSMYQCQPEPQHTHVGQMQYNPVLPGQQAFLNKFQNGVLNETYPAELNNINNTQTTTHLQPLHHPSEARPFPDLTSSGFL
LAP4 TOR yeast: alters LAP4-GFP fluorescence in TOR pathway yeast screen; S. cerevisiae LAP4-GFP multiplex, flow cytometry GFP, 3 h; median GFP as percent of DMSO wells; GFP response vs DMSO, % at 10 µM; 320,000 tested, 0.34% active;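 active means GFP response vs DMSO above a set limit, about the screen mean plus 3 SD, cut at about 150% in these data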
The depositor's hits bear a star; . = not tested or not shown. No enrichment for hits, and some 3.9% of all compounds hit somewhere here.

SMILES | RPL19A-GFP yeast | CR mimetic SO | AGP1-GFP MLPCN | MEP2-GFP yeast | Efflux pump mplx | CIT2 TOR yeast | AHR act | LAP4 TOR yeast
CC(C)OC(=O)c1nn2c(C(F)(F)F)cc(-c3ccco3)nc2c1Cl | 101 | 111 | 100 | 105 | 0.0 | 107 | 0 | 98
O=C(Nc1ccc2c(c1)ncn2-c1ccccc1)c1ccco1 | 99 | 96 | 97 | 104 | -0.2 | 102 | -1 | 110
CCOc1ccc2nc(SC3CC(=O)N(c4ccc(OC)cc4OC)C3=O)sc2c1 (stereo not drawn) | 103 | 82 | 100 | 100 | -0.1 | 99 | 1 | 95
CSc1ccccc1C(=O)N1CCCC(CNC(=O)c2ccc(F)cc2)C1 (stereo not drawn) | 100 | 73 | 104 | 98 | -0.1 | 97 | 1 | 92
O=C(c1ccccc1OC(F)F)N1CCN(S(=O)(=O)c2ccc3c(c2)OCCCO3)CC1 | 98 | 84 | 101 | 117 | -0.2 | 92 | 1 | 117
COC(=O)c1cc(OC)c(OC)cc1NCC(=O)Nc1cccc(C(F)(F)F)c1 | 100 | 92 | 97 | 105 | 5.0 | 91 | 18 | 108
Cc1cc(C)c2cc(CN(Cc3ccco3)C(=S)NCC3CCCO3)c(=O)[nH]c2c1 (stereo not drawn) | 98 | 113 | 94 | 103 | -0.3 | 106 | -2 | 104
COc1cc(NC(=O)c2c(F)c(F)c(OC)c(F)c2F)ccc1NC(=O)c1cccs1 | 94 | 112 | 110 | 99 | -1.2 | 106 | 4 | 110
O=S(=O)(NC1CCCC1)c1ccc(-n2cnnn2)cc1 | 97 | 97 | 90 | 98 | -0.1 | 94 | 0 | 85
CCN(CC(=O)Nc1ccc(OC)cc1)C(=O)CSCC(=O)Nc1cc(C)on1 | 106 | 87 | 107 | 102 | 0.0 | 99 | 0 | 105
O=C(Cn1nc(C(=O)O)c2ccccc2c1=O)Nc1ccc(F)cc1F | 105 | 90 | 100 | 104 | 0.2 | 107 | 1 | 100
COc1ccc(NCc2cc3ccccc3[nH]c2=O)cc1 | 101 | 106 | 100 | 104 | 0.0 | 97 | 16 | 101

Entries of single compounds, quoted from the list. Values in the order: RPL19A-GFP yeast | CR mimetic SO | AGP1-GFP MLPCN | MEP2-GFP yeast | Efflux pump mplx | CIT2 TOR yeast | AHR act | LAP4 TOR yeast
Results for O=S(=O)(NC1CCCC1)c1ccc(-n2cnnn2)cc1 → 97 | 97 | 90 | 98 | -0.1 | 94 | 0 | 85
Results for O=C(Cn1nc(C(=O)O)c2ccccc2c1=O)Nc1ccc(F)cc1F → 105 | 90 | 100 | 104 | 0.2 | 107 | 1 | 100
Results for COc1cc(NC(=O)c2c(F)c(F)c(OC)c(F)c2F)ccc1NC(=O)c1cccs1 → 94 | 112 | 110 | 99 | -1.2 | 106 | 4 | 110
Results for COC(=O)c1cc(OC)c(OC)cc1NCC(=O)Nc1cccc(C(F)(F)F)c1 → 100 | 92 | 97 | 105 | 5.0 | 91 | 18 | 108
Results for CCOc1ccc2nc(SC3CC(=O)N(c4ccc(OC)cc4OC)C3=O)sc2c1 (stereo not drawn) → 103 | 82 | 100 | 100 | -0.1 | 99 | 1 | 95

Next results.
SMILES | RPL19A-GFP yeast | CR mimetic SO | AGP1-GFP MLPCN | MEP2-GFP yeast | Efflux pump mplx | CIT2 TOR yeast | AHR act | LAP4 TOR yeast
CCOc1ccccc1C(=O)OCC(=O)Nc1cc(Cl)ccc1Oc1ccccc1 | 106 | 93 | 100 | 112 | 0.0 | 101 | -1 | 98
O=C(NCc1ccccc1)C1CCN(S(=O)(=O)N2CCOCC2)CC1 | . | 85 | 118 | 109 | -0.3 | 118 | -3 | 109
O=C(NCC(O)CO)c1ccc2[nH]c3ccccc3c2c1 (stereo not drawn) | 97 | 117 | 100 | 101 | 0.0 | 100 | 2 | 95
Cn1c(-c2cc(Br)ccc2O)n[nH]c1=S | 98 | 77 | 97 | 103 | 0.1 | 95 | -3 | 100
Cc1ccc(NC(=S)N2CCN(c3ccccc3F)CC2)c(C)c1 | 96 | 96 | 92 | 105 | 0.2 | 86 | -1 | 108
COC(=O)N/N=C/c1ccc(-c2ccc(C)c(Cl)c2)o1 | 107 | 90 | 90 | 88 | 0.2 | 94 | -4 | 105
Cc1ccc(NC(=O)Nc2nnc(-c3ccncc3)s2)cc1 | 103 | 108 | 101 | 98 | 0.1 | 95 | 19 | 86
NS(=O)(=O)c1ccc(NC(=O)COC(=O)c2cnccn2)cc1 | 94 | 97 | 98 | 94 | -0.2 | 103 | -1 | 96
Cc1ccc(C)c(OCCC(=O)OCC(=O)Nc2ccc(N3CCOCC3)cc2)c1 | 101 | 101 | 109 | 103 | -0.1 | 109 | 8 | 108
c1cc2c(cc1-n1cnnn1)OCO2 | 104 | 101 | 102 | 102 | -0.1 | 101 | -1 | 105
CC(=O)NC12CC3CC(C1)CC(C(=O)OCC(=O)Nc1ncc(Cl)cc1Cl)(C3)C2 | 102 | 102 | 109 | 104 | -0.1 | 105 | 9 | 101
CCN(CC)CCNc1c2c(c(C#N)c3nc4ccccc4n13)CCCC2 | 103 | 98 | 100 | 100 | -0.1 | 96 | 23 | 104

2 compounds drawn at random from the list so far:
SMILES | RPL19A-GFP yeast | CR mimetic SO | AGP1-GFP MLPCN | MEP2-GFP yeast | Efflux pump mplx | CIT2 TOR yeast | AHR act | LAP4 TOR yeast
CSc1ccccc1C(=O)N1CCCC(CNC(=O)c2ccc(F)cc2)C1 (stereo not drawn) | 100 | 73 | 104 | 98 | -0.1 | 97 | 1 | 92
CCOc1ccccc1C(=O)OCC(=O)Nc1cc(Cl)ccc1Oc1ccccc1 | 106 | 93 | 100 | 112 | 0.0 | 101 | -1 | 98

Next records.
SMILES | RPL19A-GFP yeast | CR mimetic SO | AGP1-GFP MLPCN | MEP2-GFP yeast | Efflux pump mplx | CIT2 TOR yeast | AHR act | LAP4 TOR yeast
O=C(Nc1ccc(OCc2ccccc2)cc1)Nc1ccccc1C(=O)NCCCN1CCOCC1 | 93 | 109 | 103 | 100 | 0.4 | 92 | -1 | 125
CCCCCOc1ccc(C(C)(O)C(CN2CCOCC2)c2ccccc2)cc1 (stereo not drawn) | 102 | 107 | 97 | 98 | 0.1 | 100 | 1 | 92
C=CC[N+](C)(C)CCN1C(=O)C2C(c3ccccc3)C=CC(c3ccccc3)C2C1=O (stereo not drawn) | 103 | 82 | 110 | 111 | 0.2 | 105 | -1 | 104
Cn1c(N2CCN(S(=O)(=O)c3ccc(F)cc3)CC2)nc2ccccc21 | 103 | 109 | 108 | 98 | -0.1 | 100 | 0 | 105
COc1ccc(C(=O)OCC(=O)NCCc2ccc(F)cc2)cc1S(=O)(=O)N1CCOCC1 | 110 | 96 | 104 | 104 | -0.1 | 103 | -1 | 106
COc1ccc2c(C=O)cn(C)c2c1 | 103 | 92 | 98 | 106 | 0.0 | 93 | 0 | 97
CCOc1ccc(C(=O)NC2CCN(C(=O)NCc3ccccc3)CC2)cc1 | 103 | 101 | 107 | 105 | 0.0 | 110 | 0 | 99
CCOC(=O)c1c(N)sc(C(=O)OC)c1C | 101 | 114 | 95 | 107 | 0.2 | 94 | 1 | 98
COc1cc2oc3ccccc3c2cc1N(CC(=O)N1CCCCC1)S(=O)(=O)c1ccc(C)cc1 | . | 86 | 97 | 97 | -0.2 | 95 | 8 | 90
O=S(=O)(c1ccccc1)N1CCN(c2nnnn2-c2ccccc2)CC1 | 96 | 97 | 98 | 101 | 0.0 | 103 | 0 | 93
CCN(CC)S(=O)(=O)c1ccc(NCCc2ccccn2)nc1 | 98 | 87 | 96 | 107 | 0.0 | 97 | 1 | 93
c1coc(-c2nc3c4c5c(sc4ncn3n2)CCCC5)c1 | 99 | 98 | 96 | 104 | -0.2 | 100 | 8 | 102
CCCCN(C(=O)c1cccs1)C1CCS(=O)(=O)C1 (stereo not drawn) | 100 | 98 | 109 | 103 | 0.0 | 107 | -1 | 101
CC(=O)Nc1ccccc1NC(=O)CN(C)S(=O)(=O)c1ccc(C)cc1 | 98 | 99 | 102 | 97 | -0.1 | 100 | 1 | 100
O=c1nc2c(-c3ccccc3F)n[nH]n2c2ccccc12 | 105 | 106 | 103 | 101 | 0.0 | 103 | 111* | 103
Cc1cc(C)n(Cc2cccc(C(=O)N/N=C/c3ccncc3)c2)n1 | 101 | 95 | 101 | 99 | -0.3 | 98 | 20 | 100
CN(C)c1ccc(C(=S)N2CCN(S(=O)(=O)c3ccccc3)CC2)cc1 | 99 | 107 | 84 | 99 | 0.3 | 102 | 5 | 79
N/C(=N\OC(=O)Cc1ccc([N+](=O)[O-])cc1)c1cccc(Br)c1 | 101 | 99 | 108 | 115 | -0.1 | 93 | 3 | 118
NC(=O)CSc1nc2c(sc(=S)n2-c2ccccc2)c(=O)[nH]1 | 105 | 101 | 100 | 108 | 0.1 | 99 | . | 109
Cc1c(C(=O)N2CCN(c3ccccc3F)CC2)oc2c1C(=O)CC(C)(C)C2 | 115 | 98 | 124 | 111 | -0.2 | 112 | 4 | 123
COc1ccc(-c2cc(C(=O)Nc3c(C)n(C)n(-c4ccccc4)c3=O)c3ccccc3n2)cc1 | 101 | 114 | 103 | 104 | 0.0 | 101 | 5 | 98
CCN(CC(=O)Nc1c(F)cccc1F)C(=O)C1CCN(S(=O)(=O)c2ccc(C)cc2C)CC1 | 98 | 139 | 101 | 107 | 0.1 | 96 | -2 | 106
COc1ccc(CCNC(=O)CSc2ccc(Br)cc2)cc1OC | 110 | 103 | 109 | 111 | -0.1 | 112 | 0 | 91
c1ccc(CN=C2NN=C(c3cc4ccccc4o3)CS2)cc1 | 103 | 102 | 94 | 98 | 0.0 | 100 | 7 | 103
CC(C)n1c(NCc2ccc(Cl)cc2)nc2ccccc21 | 104 | 102 | 101 | 100 | -0.1 | 103 | 0 | 98
COc1ccc(NC(=O)Nc2c(C)n(C)n(-c3ccccc3)c2=O)cc1OC | 111 | 108 | 97 | 100 | 0.1 | 103 | 1 | 83
COC(=O)c1ccc(N/C=C/C(=O)c2ccc(OC)c(OC)c2)cc1 | 99 | 116 | 102 | 101 | 0.0 | 99 | -5 | 98
O=C(Cn1cncn1)NCc1ccc(Cl)cc1 | 102 | 88 | 93 | 100 | 0.3 | 100 | 2 | 87
COc1cccc(CNC(=O)CCC2CCCN(c3cc(C)nc(N4CCCC4)n3)C2)c1 (stereo not drawn) | 87 | 88 | 87 | 92 | 0.1 | 88 | 1 | 87
COc1ccc(C(=O)N2CCCCCC2)cc1OC1CCN(C(C)C)CC1 | 99 | 90 | 103 | 96 | -0.1 | 102 | -1 | 101
COC(=O)c1cn(NC(=O)c2cccc(F)c2)c(=O)c2ccccc12 | 105 | 95 | 108 | 102 | 0.1 | 106 | 0 | 102
O=C(NCc1ccccc1Br)c1ccc2c(c1)OCCO2 | 106 | 96 | 98 | 102 | 0.0 | 99 | 1 | 90
O=C(c1cc(-c2cccnc2)nc2ccc(Br)cc12)N1CCN(c2ncccn2)CC1 | 97 | 90 | 97 | 96 | 0.2 | 93 | 9 | 96
Cc1ccc2cc(CN(Cc3nnnn3C3CCCCC3)CC3CCCO3)c(=O)[nH]c2c1 (stereo not drawn) | 97 | 106 | 98 | 102 | 0.0 | 98 | 3 | 98

Three entries out of the list above, arranged by the value under CIT2 TOR yeast, highest first:
SMILES	RPL19A-GFP yeast	AGP1-GFP MLPCN	MEP2-GFP yeast	Efflux pump mplx	CIT2 TOR yeast	AHR act	LAP4 TOR yeast
COC(=O)c1cn(NC(=O)c2cccc(F)c2)c(=O)c2ccccc12	105	108	102	0.1	106	0	102
c1ccc(CN=C2NN=C(c3cc4ccccc4o3)CS2)cc1	103	94	98	0.0	100	7	103
CCOc1ccc2nc(SC3CC(=O)N(c4ccc(OC)cc4OC)C3=O)sc2c1 (stereo not drawn)	103	100	100	-0.1	99	1	95

Screens from PubChem.
